# Screening results from PubChem BioAssay.
# FEN1 inhibitor: human FEN1 inhibition. P39748. Recombinant FEN1 flap cleavage, fluorescence, 15 min. Potency, µM (doses to about 114 µM), for inactives: top-dose activity change, negative = inhibition, most hits filed as inhibitors. 390,000 tested, 0.35% active; note: nearly all actives have a fitted effect of over 65% in size
# Target sequence (P39748 whole entry, looked up): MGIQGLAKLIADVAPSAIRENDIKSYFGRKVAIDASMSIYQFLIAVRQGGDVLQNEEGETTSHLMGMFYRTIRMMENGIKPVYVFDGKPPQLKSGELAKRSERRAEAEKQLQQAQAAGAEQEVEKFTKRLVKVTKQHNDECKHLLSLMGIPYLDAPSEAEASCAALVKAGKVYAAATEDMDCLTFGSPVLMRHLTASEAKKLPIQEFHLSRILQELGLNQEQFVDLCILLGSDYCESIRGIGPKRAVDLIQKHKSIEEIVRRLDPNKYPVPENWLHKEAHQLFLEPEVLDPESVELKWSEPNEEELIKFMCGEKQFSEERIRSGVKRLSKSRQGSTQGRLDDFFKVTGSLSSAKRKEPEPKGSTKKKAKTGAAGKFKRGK
#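 Quantitative HTS format: each compound was titrated, incubated with 10 nM nuclease for 15 min at room temperature, then challenged with flap substrate at 50 nM final. Signal change over 15 min gave concentration–effect curves.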
# DT40 TDP1 CPT: DT40-hTDP1 cell growth loss with CPT; chicken DT40 Tdp1-/-;hTDP1 cells + 20 nM CPT, ATP luminescence, 48 h; Potency, µM (highest dose often 46.2 µM), without a hit: at the top dose activity change, negative = growth inhibition, most hits filed as inhibitors; 420,000 tested, 12% active; AID 686979; note: nearly all actives have a fitted effect of over 55% in size
#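 Chicken DT40 Tdp1-/- cells complemented with human TDP1, 400 cells/well, exposed to compounds plus 20 nM camptothecin for at least 48 h at 37 C; viability read as ATP content by CellTiter-Glo luminescence.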
# N370S GC mod: N370S glucocerebrosidase modulation, Gaucher chaperone candidate; P04062; N370S GC spleen homogenate, 4MU-glucoside fluorescence; Potency, µM (highest dose often 59.4 µM), without a hit: at the top dose activity change, negative = inhibition, actives largely listed as inhibitors; 330,000 tested, 0.092% active;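 note: 0% = full enzyme activity and -100% = no enzyme basal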
# * marks the source's active call; other numbers are inactive results; ? = inconclusive; . = not tested or not shown; & = joins results of further samples. Calls come from the whole dose curve; as a rule, active = well fitted curve in the direction sought with a large enough effect; inconclusive = small, poorly fitted or top-dose-only effect, or another doubt; inactive = no such curve, though single readings can be large; an effect the other way counts as inactive or inconclusive. Unless noted, % is set by controls: 0 for no effect and ±100 for the full control effect; potency is the fitted concentration of half-maximal effect. Not all compounds are listed; count on the stated rates, not on these rows.
SMILES	FEN1 inhibitor	DT40 TDP1 CPT	N370S GC mod
Cc1ccc(OCC(=O)N2CCN(c3nnc(-c4ccccc4)c4ccccc34)CC2)cc1	-6%	?	6%
CCOc1ccc(NS(=O)(=O)c2ccc3[nH]cc(C(=O)N(CC)CC)c(=O)c3c2)cc1	-2%	1%	7%
O=C1NC(=S)N/C1=C/c1cc2c(cc1[N+](=O)[O-])OCO2	-32%	4.1µM*	-3%
CC(C)(C)c1oc(C(=O)O)cc1CN1CCOCC1	16%	3%	-5%
CCOC(=O)c1[nH]c2ccccc2c1NC(=O)c1ccc(Br)o1	2%	?	6%
CCCCCCCCN1[C@@H](CC(=O)OC)c2cc(F)ccc2S1(=O)=O	-30%&-18%	?	.
Cc1ccc([C@@H]2CC=C(C(=O)O)[C@H](c3ccccc3)N2S(=O)(=O)c2ccc(C)cc2)cc1	5%	-1%	-14%
O=C(c1ccc(-c2nnc(Nc3ccccc3)c3ccccc23)cc1)N1C[C@H]2C[C@H](C1)c1cccc(=O)n1C2	1%	-5%	-9%
O=C(COC(=O)/C(=C/c1cccs1)c1cccs1)NCc1ccccc1Cl	-15%	?	17%
COc1cc(/C=C2\SC(=S)N(CCC(=O)Nc3cccc(O)c3)C2=O)cc(OC)c1OC	0%	?	-11%
Cc1cc(C)n2nc(SC(C)C(=O)N3CCCC3)nc2n1 (stereo unspecified)	-4%	0%	0%
O=C(Nc1ccccn1)C1CCN(c2ncnc3c2nc2n3CCCCC2)CC1	17%	2.3µM*	-5%
Cc1cccc(Nc2n[nH]c(C)c2[N+](=O)[O-])c1	-6%	11%	3%
CCOC(=O)c1c(S(=O)(=O)N2CCC(C(=O)Nc3cccc(C#N)c3)CC2)c(C)n(C)c1C	1%	-23%	.
Cc1ccc(CSc2nnc(-c3ccc(S(=O)(=O)N4CCCC4)cc3)o2)cc1	-17%	?	9%
O=C(c1cccc(C(F)(F)F)c1)N1CCOc2ccccc21	-4%	-1%	5%
O=C(OCn1nnc2ccccc2c1=O)c1cccs1	19%	-24%	4%
Cc1oc2c(C)c3oc(=O)c(CCC(=O)NCCN4CCOCC4)c(C)c3cc2c1C	-1%	?	-6%
O=C(Nc1cccc([N+](=O)[O-])c1)c1ccc(-c2ccccc2)cc1	0%	15%	-1%
O=C(NCCCn1ccnc1)c1ccc(Cl)c(Cl)c1	7%	14%	-7%
O=C(Nc1nnc(COc2ccc(Cl)cc2)s1)c1ccc([N+](=O)[O-])cc1	-2%	-3%	8%
O=C(NCCCN1CCCC1=O)c1ccccc1NS(=O)(=O)c1ccc(F)cc1	11%	-18%	21%
Cc1ccc(OCc2cc(C(=O)N(C)CCc3ccccn3)no2)cn1	3%	-33%	2%
O=C(CN(Cc1ccccc1F)S(=O)(=O)c1ccc(Cl)cc1)NCCC1=CCCCC1	-1%	?	7%
CC(Sc1nc2ccccc2s1)C(=O)Nc1ccc2c(c1)OCO2 (stereo unspecified)	-2%	11%	-5%
COc1ccc(S(=O)(=O)N2CCCCC2)cc1Br	-5%	0%	-22%
CCCNC(=O)c1nc(C)n(-c2ccc([N+](=O)[O-])cc2)n1	-4%	?	-11%
CCOc1ccccc1NC(=O)Nc1ccccn1	-2%	6%	?
O=C(C=C1CCN(c2ncc(C(F)(F)F)cc2Cl)CC1)NNC(=O)Nc1ccc(Cl)cc1	-14%	-4%	17%
COc1ccc2oc(C(=O)OCC(=O)Nc3ccc(OC)c(S(N)(=O)=O)c3)c(C)c2c1	0%	-4%	-4%
COCCn1c(=O)[nH]c2cc(C(=O)NCCc3ccc(S(N)(=O)=O)cc3)ccc2c1=O	-4%	9%	27%
Cc1cnc(NC(=O)c2ccc3c(c2)C(=O)N(Cc2cccnc2)C3=O)s1	-6%	2%	-13%
CSc1nc(=S)c2[nH]c(=S)[nH]c2[nH]1	-19%	3%	-1%
CN(C)S(=O)(=O)c1ccc(Cl)c(C(=O)NC2=NCCS2)c1	-7%	3%	1%
CCOC(=O)c1c(NC(=O)CCN2CCOCC2)sc(C)c1-c1ccccc1	0%	21µM*	14%
CCC(C)NC(=O)C1CCN(S(=O)(=O)c2ccc3c(c2)CC(C)N3C(C)=O)CC1 (stereo unspecified)	0%	-1%	-4%
O=C(NS(=O)(=O)c1ccccc1)c1cccc(Br)c1	1%	3%	1%
CCOc1ccc(NC(=O)N2CCC(N3CCCCC3)CC2)cc1	19%	-3%	.
Nc1ccc(CNC(=O)OCC2c3ccccc3-c3ccccc32)cc1	-19%	-25%	.
C/C(=N\Nc1ccccc1)c1cccs1	-9%	-1%	.
CCOC(=O)C1=CN(Cc2cccc(F)c2)S(=O)(=O)N(CC)C1c1ccc(Br)cc1F (stereo unspecified)	-8%	?	.
Nc1nonc1NN=C1CCCCC1	0%	16%	-5%
CCn1c(OC)nc2c1c(=O)n(C)c(=O)n2C	6%	-3%	4%
CCN(CC)C(=O)c1ccc(COc2ccccc2Cl)cc1	-2%	?	-4%
O=C(NC(=S)N1CCCC1)c1ccccc1	-2%	0%	0%
COc1ccc(C(=O)C2CCCN(C(=O)c3noc4c3CCCC4)C2)cc1F (stereo unspecified)	-4%	?	6%
Clc1ccccc1-c1nnc(-c2ccccc2Cl)o1	-17%	1%	14%
Cc1ccc(Cn2nc(-c3ccccc3)nc2-c2ccccc2)cc1	-15%	-5%	16%
CCCCCc1nnc(NC(=O)CS(=O)(=O)Cc2ccccc2)s1	2%	-6%	11%
OC(c1ccc(F)cc1)C(CN1CCOCC1)c1ccccc1 (stereo unspecified)	3%	-30%	0%

# Two entries from above, with values under each structure:
# Results follow in this order: FEN1 inhibitor, DT40 TDP1 CPT, N370S GC mod
COCCn1c(=O)[nH]c2cc(C(=O)NCCc3ccc(S(N)(=O)=O)cc3)ccc2c1=O
→ -4%, 9%, 27%
COc1ccc(S(=O)(=O)N2CCCCC2)cc1Br
→ -5%, 0%, -22%

# More compounds follow.
SMILES,FEN1 inhibitor,DT40 TDP1 CPT,N370S GC mod
O=C(CCN1CCN2CCCC2C1)N1c2ccccc2Sc2ccc(Cl)cc21 (stereo unspecified),-9%,?,-3%
CCC(C)NCCOc1cc(C)cc(C)c1C (stereo unspecified),-6%,0%,4%
COC(=O)c1cc(C)nc2c1c(=O)nc(SCc1cc(C)ccc1C)n2C1CC1,-20%,-9%,.
Cc1nc2ccccc2c2oc(C(=O)NCC3COc4ccccc4O3)cc12 (stereo unspecified),0%,21µM*,?
COC(=O)C1CCN(C(=O)Cc2ccc(OC)c(OC)c2)CC1,1%,-5%,7%
CCn1c(CSc2nc3ccccc3[nH]2)n[nH]c1=S,-3%,-1%,6%
COC(=O)c1c(=O)n(O)c2ccc(OC)cc2[n+]1[O-],10%,-1%,-31%
Cn1c(CSCc2ccc(Cl)c(Cl)c2)nnc1SCC(=O)Nc1nccs1,7%,26µM*,9%
O=C1CC(C(=O)N2CCOCC2)C2(CCCCC2)O1 (stereo unspecified),-4%,-2%,4%
COc1ccc(Cn2c(=O)c3[nH]cnc3n(-c3ccc(C)cc3)c2=O)cc1,-1%,?,2%

# Among those listed so far, two have a CF3 group:
SMILES,FEN1 inhibitor,DT40 TDP1 CPT,N370S GC mod
O=C(c1cccc(C(F)(F)F)c1)N1CCOc2ccccc21,-4%,-1%,5%
O=C(C=C1CCN(c2ncc(C(F)(F)F)cc2Cl)CC1)NNC(=O)Nc1ccc(Cl)cc1,-14%,-4%,17%

# Later entries:
SMILES,FEN1 inhibitor,DT40 TDP1 CPT,N370S GC mod
O=C(Nc1ccc(F)cc1)c1ccc(COc2ccccc2)cc1,6%,?,-16%
CCOc1cc(CN2CCSCC2)ccc1O,-4%,-11%,-4%
COc1cccc(CSc2nc(N)cc(N)n2)c1,0%,1%,-20%
Cc1nnc(SCC(=O)N2CCN(S(=O)(=O)c3ccccc3)CC2)[nH]c1=O,3%,2%,4%
Cc1cc(Oc2c(C(F)(F)F)oc3c(CN4CCC(C)CC4)c(O)ccc3c2=O)cc(C)c1Cl,-7%,-2%,.
CCCS(=O)(=O)N1CCCC(C(=O)NCC(OC)OC)C1 (stereo unspecified),22%,5%,-6%
COc1cc2c3c(c1OC)C1(C=CC(=NNC(N)=O)C=C1)CC3N(C(C)=O)CC2 (stereo unspecified),-11%,-20%,1%
Cc1ccc(NC(=O)CN(C)C(=O)Cc2ccc(Cl)c(Cl)c2)cc1,-2%,29µM*,-2%
C/C(CC(=O)NC(C)c1ccccc1)=N\NC(N)=S (stereo unspecified),13%,4%,4%
CC(=O)NNC(=S)Nc1cc(S(=O)(=O)N(C)C)ccc1C,-2%,-2%,2%
CCOC(=O)[C@@H]1[C@H]2COc3ccc(Br)cc3[C@@H]2N2C(=O)N(c3ccccc3)C(=O)[C@@]12C,2%,?,12%
Nc1ncnc2[nH]c(=O)[nH]c12,.,-7%,-1%
CCc1nnc(NC(=O)CSc2nnc(C3CCCCC3)n2-c2ccccc2)s1,-1%,?,16%
O=C(c1ccco1)N1CCN(C(=O)c2cc3cc([N+](=O)[O-])ccc3oc2=O)CC1,3%,-10%,8%
Cc1ccc(-c2cc(C(=O)NCc3ccco3)c3ccccc3n2)s1,-18%,?,9%
CC1CCN(C(=S)NC(=O)c2ccc(C(C)(C)C)cc2)CC1,-2%,23µM*,22%
COc1ccc(-c2nc3ccccc3o2)cc1NC(=O)COc1ccc(C)cc1,-4%,?,.
CC(=O)c1sc2nc(-c3ccco3)ccc2c1N,?,?,-12%
Cc1ccc(-n2c(SCC(=O)Nc3ccc4c(c3)OCCO4)nnc2-c2ccco2)cc1,10%,-26%,-7%
O=C(NCCN1CCOCC1)C1CC(=O)N(c2ccc(F)cc2)C1 (stereo unspecified),-2%,-3%,-8%
COc1ccc2c(C)c(CC(=O)N3C[C@H]4C[C@@H](C3)c3cccc(=O)n3C4)c(=O)oc2c1OC,0%,-11%,-18%
CCOc1ccc2oc(C(=O)N3CCCN(C)CC3)c(C)c2c1,5%,-14%,.
CCOC(=O)C1CCN(C(=O)COc2ccc(S(=O)(=O)NC(C)(C)C)cc2)CC1,-2%,-14%,1%
O=C(NCC(=O)N1CCCC(C(F)(F)F)C1)c1ccc(Oc2ccccc2)cc1 (stereo unspecified),10%,-26%,2%
CN(CC(=O)N1CCN(c2cccc(Cl)c2)CC1)S(=O)(=O)c1cccs1,-13%,?,-3%
Cn1c(=O)c(=O)n(C)c2cc(S(=O)(=O)N3CCN(c4ccc(F)cc4)CC3)ccc21,13%&2%,0%&-1%,6%
CC[n+]1c(C)sc2c3ccsc3ccc21,2%,23µM*,-5%
NC(=O)c1cc(S(=O)(=O)NCCCc2ccccc2)cs1,15%,?,-1%
CCOC(=O)CC(NC(=O)c1cc2cc(Br)ccc2oc1=O)c1cccc([N+](=O)[O-])c1 (stereo unspecified),0%,-22%,2%
O=C(CSc1nnc(Cc2cc(=O)[nH]c(=O)[nH]2)n1-c1ccccc1)N1CCCCC1,21%,-3%,-2%
CC(OC(=O)c1ccccc1C(=O)O)c1ccccc1 (stereo unspecified),10%,-2%,.
O=C(CCCOC(=O)c1ccc(O)cc1O)c1ccc(F)cc1,-3%,-28%,-1%
COc1ccc(C(=O)N/C(=C\c2ccccc2)C(=O)N2CCOCC2)cc1,4%,5%,-6%
CCc1ccccc1NS(=O)(=O)c1cc2c3c(c1)CCN3C(=O)CC2,19%,3%,4%
CCOc1ccc(NC(=O)c2sc(N3CCOCC3)nc2-c2ccccc2)cc1,13%,?,21%
CC(=O)Nc1cccc(NC(=O)CSc2nccn2Cc2ccc3c(c2)OCO3)c1,-6%,-27%,.
CC(C)Oc1cccc(OCCN2C(=O)c3ccccc3C2=O)c1,-3%,-5%,10%
CC(NC(=O)COC(=O)c1cc(NS(=O)(=O)c2ccc(Cl)c([N+](=O)[O-])c2)ccc1O)C1CC2CCC1C2 (stereo unspecified),-17%,?,-14%
CC(=O)Nc1ccccc1Sc1ccc2c3c(cccc13)C(=O)N(c1ccc(C)cc1)C2=O,3%,12µM*,-6%
O=C(O)CCSc1nc2ccccc2n1CCOc1ccccc1,1%,-17%,-3%
CNC[C@H]1Oc2ccc(NC(=O)C3CCCCC3)cc2CC(=O)N([C@H](C)CO)C[C@@H]1C,-12%,-3%,.

# Full records as entered above:
# Profile of CC(OC(=O)c1ccccc1C(=O)O)c1ccccc1 (stereo unspecified) = FEN1 inhibitor: 10%; DT40 TDP1 CPT: -2%; N370S GC mod: .
# Profile of COc1ccc(C(=O)N/C(=C\c2ccccc2)C(=O)N2CCOCC2)cc1 = FEN1 inhibitor: 4%; DT40 TDP1 CPT: 5%; N370S GC mod: -6%
